High-throughput results as filed in PubChem.
Rpn11 inh: Rpn11 (PSMD14) deubiquitinase inhibitors, primary screen, biochemical, fluorescence polarization, uHTS; 26S proteasome non-ATPase regulatory subunit 14 (Homo sapiens), O00487; human 26S proteasome, Ub4-pepOG fluorescence polarization; 20S core pre-blocked with epoxomicin; calls only at 20 µM; 0.59% of 360,000 active; AID 588493, 2011;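 active = inhibition at 20 µM, scaled to each plate's controls, above about 33%, limit read from the data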
Target sequence (O00487 whole entry, looked up): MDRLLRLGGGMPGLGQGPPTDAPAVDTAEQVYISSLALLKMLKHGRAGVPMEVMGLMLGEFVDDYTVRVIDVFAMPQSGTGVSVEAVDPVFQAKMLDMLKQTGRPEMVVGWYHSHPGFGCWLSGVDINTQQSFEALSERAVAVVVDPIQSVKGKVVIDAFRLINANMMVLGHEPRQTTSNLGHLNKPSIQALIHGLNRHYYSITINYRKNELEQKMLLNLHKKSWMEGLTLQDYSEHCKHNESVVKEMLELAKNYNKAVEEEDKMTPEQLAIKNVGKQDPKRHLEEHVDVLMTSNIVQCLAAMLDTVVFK
NadD inh: inhibitors of S. aureus NadD, primary screen, biochemical, colorimetric, uHTS. purified NadD enzyme, colorimetric absorbance read-out. Nicotinate-nucleotide adenylyltransferase NadD (Staphylococcus aureus N315). 0.78% of 360,000 active. AID 602399, 2012. inhibition, % at 20 µM; in the data active = inhibition above about 26%; note: some compounds past the cut are filed as inactive
CSN inh: inhibitors of CSN-mediated cullin deneddylation, primary screen, biochemical, fluorescence polarization, uHTS. Purified CSN, SCF-Nedd8-OG deneddylation. inhibition, % at 12.5 µM. 0.38% of 360,000 active;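 active = pattern-corrected inhibition above about 35%, with an unprinted fluorescence ratio check between 0.5 and 1.5, limit read from the data, passing the limit was not always enough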;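 note: 0% = enzyme with substrate and 100% = substrate without enzyme; some results filed as inactive read as strong as hits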
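Detection – fluorescence polarization · System – HEK293T-derived human Csn5 enzyme · Controls – substrate-only high control, full reaction low control · Timing – 90 min, room temperature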
Neddylation inh: inhibitors of cullin neddylation, primary screen, biochemical, TR-FRET, uHTS, NAE and Ubc12 | NEDD8-conjugating enzyme Ubc12 (Homo sapiens) + NEDD8-activating enzyme E1 regulatory … | calls only at 25 µM | 0.58% of 360,000 active; in the data active = inhibition above about 36%
Target sequence (P61081 whole entry, looked up): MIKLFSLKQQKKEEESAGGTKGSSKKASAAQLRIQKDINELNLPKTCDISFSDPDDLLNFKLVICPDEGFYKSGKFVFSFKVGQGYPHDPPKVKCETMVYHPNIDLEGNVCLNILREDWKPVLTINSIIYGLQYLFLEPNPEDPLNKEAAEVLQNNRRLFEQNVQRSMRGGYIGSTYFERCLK
Target sequence (Q13564 whole entry, looked up): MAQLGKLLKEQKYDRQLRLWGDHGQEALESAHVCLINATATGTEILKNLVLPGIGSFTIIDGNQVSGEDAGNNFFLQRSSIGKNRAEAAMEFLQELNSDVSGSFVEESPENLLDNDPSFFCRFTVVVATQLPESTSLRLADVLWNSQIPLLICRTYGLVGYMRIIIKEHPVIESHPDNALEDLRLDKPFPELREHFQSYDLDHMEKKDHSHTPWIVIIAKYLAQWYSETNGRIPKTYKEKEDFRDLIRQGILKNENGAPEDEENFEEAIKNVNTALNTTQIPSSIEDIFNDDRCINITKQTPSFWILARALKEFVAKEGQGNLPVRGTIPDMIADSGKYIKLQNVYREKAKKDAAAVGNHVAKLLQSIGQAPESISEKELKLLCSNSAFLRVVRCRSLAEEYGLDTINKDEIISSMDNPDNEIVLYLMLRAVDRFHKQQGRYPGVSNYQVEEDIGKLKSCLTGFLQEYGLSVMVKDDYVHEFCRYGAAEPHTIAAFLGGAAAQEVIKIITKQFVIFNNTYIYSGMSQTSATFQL
SKN-1 inh: suppressors of acrylamide-induced Pgst-4::GFP reporter in worms, primary screen, SKN-1 inhibitor project, whole organism, uHTS, GFP/RFP fluorescence ratio, strain VP596; C. elegans VP596 Pgst-4::GFP/RFP ratio, 24 h; inhibition, % at 21.8 µM; 0.49% of 360,000 active; AID 624304, 2012;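 active = interference check ratio from 0.5 to 1.5 plus GFP to RFP signal ratio inhibition reaching or exceeding a fixed threshold, cut at about 30% in these data, passing the limit was not always enough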; note: some compounds called inactive have numbers as strong as hits
Rin1 Abl inh: inhibitors of Rin1-Abl protein binding, primary screen, biochemical, TR-FRET | Tyrosine-protein kinase ABL1 (Homo sapiens) + Ras and Rab interactor 1 (Homo sapiens), … | inhibition, % at 7.35 µM | 0.4% of 360,000 active | AID 588664, 2011; in the data active = inhibition above about 5%, passing the limit was not always enough
MT1-MMP act inh: blockers of MT1-MMP proenzyme processing, primary screen, HT1080 RFP-PRO-GFP cells, GFP/RFP fluorescence; 0.061% of 360,000 active; Matrix metalloproteinase-14 (Homo sapiens), P50281; AID 651647, 2012; GFP/RFP ratio change, % at 20 µM; GFP/RFP ratio fluorescence, overnight; percent of plate control window, DMSO zero;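 active = GFP/RFP ratio change of at least 30% with cell ATP level not reduced by more than half and red fluorescence within 50% of control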; note: strong numbers were not always called active
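Test system: HT1080 RFP-PRO-GFP cells; Benchmarks: DMSO and RFP-L50D-GFP cell wells; Timing: cells overnight before dosing, compound overnight, 37 °C, 5% CO2; Compound: one 20 µM compound dose with 1% DMSO; Read-out: GFP/RFP fluorescence ratio.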
FAS-TE inh: FAS thioesterase domain inhibitors, primary screen, biochemical, fluorescence intensity, uHTS; Fatty acid synthase (Homo sapiens), P49327; recombinant FAS-TE, OMFH fluorogenic substrate, fluorescence endpoint; inhibition, % at 15 µM; 0.67% of 360,000 active; AID 602261, 2012;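 active = compounds whose normalised, plate-corrected inhibition of enzyme fluorescence in the single-dose primary screen is 50% or more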;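 note: 0% = DMSO with enzyme and 100% = substrate without enzyme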
PABP1 MLLE inh: inhibitors of PABP1 MLLE–PAM2 peptide binding, primary screen, biochemical, fluorescence polarization, FITC-PAM2, GST-MLLE; AID 588489, 2011; 0.36% of 360,000 active; inhibition, % at 20 µM; in the data active = inhibition above about 35%, passing the limit was not always enough;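 note: plate controls were DMSO wells with GST-MLLE for no effect and wells lacking GST-MLLE protein for full effect; some results filed as inactive read as strong as hits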
The depositor's hits bear a star; i = inactive; nt = no result given; + = active, no number. An unsorted share of the library (roughly 3.9% active in at least one column).

SMILES | Rpn11 inh | NadD inh | CSN inh | Neddylation inh | SKN-1 inh | Rin1 Abl inh | MT1-MMP act inh | FAS-TE inh | PABP1 MLLE inh
Cc1nnc(SCC(=O)Nc2cc(C(F)(F)F)ccc2Cl)n1C | i | -3 | -1 | i | -3 | 1 | 2 | 1 | 8
CCOC(=O)Cn1cncc1-c1ccc([N+](=O)[O-])cc1 | i | -5 | -7 | i | 4 | -1 | 5 | -3 | 19
CNS(=O)(=O)c1cccc(C(=O)OCC(=O)Nc2ccc3ccccc3c2)c1 | i | 4 | -2 | i | 10 | -2 | 4 | -6 | 5
O=C1OC(c2ccccc2)=CC1=Cc1ccccc1O | i | 1 | 0 | i | 14 | 1 | 6 | -4 | -2
CN(Cc1ccc(OC(F)F)cc1)C(=O)c1ccc2nccnc2c1 | i | 2 | 5 | i | -12 | 3 | 3 | -10 | 2
CC(C)CNC1=C(C(=S)Nc2ccccc2)C(=O)CC(C)(C)C1 | i | -10 | -12 | i | 14 | -3 | 0 | 13 | 21
CCN(C(=O)c1cnc(NC(C)C)cc1C(F)(F)F)c1ccc(Cl)cc1 | i | 3 | 13 | i | 16 | 2 | -1 | 5 | 5
CSc1ccccc1NC(=O)c1ccc(CN2CCOCC2)cc1 | i | -6 | 1 | i | 4 | 4 | 1 | 1 | 0
COc1ccc2cnn(-c3ccccc3C)c(=O)c2c1OC | i | -3 | -1 | i | -14 | -3 | -2 | -8 | 4
O=C(COc1ccc(F)cc1Cl)Nc1cccc(S(=O)(=O)N2CCCC2)c1 | i | -3 | 6 | i | 19 | -1 | 1 | 28 | 5

Some of these compounds in order of count of non-hydrogen atoms, smallest number first.
SMILES | Rpn11 inh | NadD inh | CSN inh | Neddylation inh | SKN-1 inh | Rin1 Abl inh | MT1-MMP act inh | FAS-TE inh | PABP1 MLLE inh
O=C1OC(c2ccccc2)=CC1=Cc1ccccc1O | i | 1 | 0 | i | 14 | 1 | 6 | -4 | -2
CC(C)CNC1=C(C(=S)Nc2ccccc2)C(=O)CC(C)(C)C1 | i | -10 | -12 | i | 14 | -3 | 0 | 13 | 21
CN(Cc1ccc(OC(F)F)cc1)C(=O)c1ccc2nccnc2c1 | i | 2 | 5 | i | -12 | 3 | 3 | -10 | 2
O=C(COc1ccc(F)cc1Cl)Nc1cccc(S(=O)(=O)N2CCCC2)c1 | i | -3 | 6 | i | 19 | -1 | 1 | 28 | 5

(more compounds)
SMILES | Rpn11 inh | NadD inh | CSN inh | Neddylation inh | SKN-1 inh | Rin1 Abl inh | MT1-MMP act inh | FAS-TE inh | PABP1 MLLE inh
CCC1(c2ccccc2)NC(=O)N(CC(=O)Nc2ccc(S(=O)(=O)Nc3ncccn3)cc2)C1=O (stereo not drawn) | i | 0 | 0 | i | -17 | -1 | -5 | -4 | -18
O=C(O)COc1ccccc1/C=C1\SC(=S)N(/N=C/c2ccccc2O)C1=O | i | 9 | 13 | i | -11 | -4 | 5 | -12 | 15
CN(C(=S)NC(=O)C1CC1)c1ccc(O)cc1 | i | 0 | 4 | i | -10 | 1 | -20 | -4 | 4
COc1ccc(NC(=O)C2CCN(S(=O)(=O)c3c(C)nn(C)c3C)CC2)cc1 | i | 10 | -2 | i | 1 | 1 | 0 | -4 | 10
COc1ccc2[nH]c(C(=O)O)c(NS(=O)(=O)c3ccc(C)c(C)c3)c2c1 | i | -1 | -7 | + | 9 | -2 | 0 | -3 | 0
Cc1ccc(OCC(=O)NCCCNC(=O)c2ccncc2)cc1C | i | 3 | 3 | i | -9 | 1 | -3 | -3 | -9
COc1ccc(CN(C(=O)CNC(=O)c2ccco2)C(C(=O)NC2CCCC2)c2ccco2)cc1 (stereo not drawn) | i | -1 | -4 | i | 8 | 1 | -1 | 2 | -5
O=C(C1CCCN(S(=O)(=O)c2cccc3nsnc23)C1)N1CCc2ccccc2C1 (stereo not drawn) | i | 0 | 4 | i | -11 | -3 | -13 | 6 | -11
CCCCOc1ncnc2c1[nH]c1ccc(C)cc12 | i | -1 | -2 | i | 16 | -3 | -5 | -5 | -11
OC1(c2cccc(C(F)(F)F)c2)CCN(c2ncnc3c2[nH]c2ccccc23)CC1 | i | 10 | 4 | i | -30 | 3 | 24 | 15 | -5
COc1ccc(-c2csc(NC(C)c3nc4cc(C(F)(F)F)ccc4n3CCOCCO)n2)cc1 (stereo not drawn) | i | 5 | 1 | i | -9 | 3 | -5 | 12 | -50
CCn1nnc2cc(C(=O)Nc3cc(Cl)ccc3C)ccc21 | i | -9 | 6 | i | 9 | 1 | 2 | -2 | -19
Cc1ccccc1NC(=O)c1cccc(C(=O)Nc2ccccc2C)n1 | i | 12 | 7 | nt | -2 | 4 | 1 | 9 | 5
CC(C)CNC(=O)[C@H]1N2C(=O)c3ccccc3C2SC1(C)C (stereo partly drawn) | i | -3 | -2 | i | -15 | -2 | -2 | -8 | 22
Cc1ccc(O)c(C2=Nc3ccccc3N=C(c3ccc([N+](=O)[O-])cc3)C2)c1 | i | -2 | -3 | i | -2 | 0 | 5 | 44 | -5
CCOC(=O)C1CCN(C(=O)CSc2ccccc2)CC1 | i | -1 | -1 | i | -2 | 2 | -5 | -1 | 22
CC(C)(C)c1cc(NC(=O)COc2ccc(Br)cc2)n(-c2ccccc2)n1 | i | -3 | 1 | i | -7 | 3 | 3 | 18 | 2
COc1ccc(CCCc2n[nH]c(=S)o2)cc1C | i | 4 | -8 | i | 7 | 0 | 4 | -6 | -78
C[C@H](CO)N1C[C@H](C)[C@@H](CN(C)C(=O)Nc2ccccc2)Oc2ncc(C#CC3CCCCC3)cc2C1=O | i | 21 | 2 | i | 8 | -1 | 2 | 1 | -75
COc1ccc(N(C(=O)CCl)C(C(=O)NC2CCCCC2)c2cccnc2)cc1 (stereo not drawn) | i | 5 | 2 | i | 6 | -2 | 12 | 24 | 22
COc1ccc(-n2nc(C(=O)Nc3ccc4c(c3)OCO4)c3ccccc3c2=O)c(OC)c1 | i | -4 | 25 | i | 8 | 0 | 0 | 22 | 2
COc1ccc(C(=O)c2ccsc2N)cc1 | i | 2 | -20 | i | 69 | 1 | -6 | -114 | 117
Cc1cc2occ(CC(=O)Nc3nnc(C4CC4)s3)c2cc1C | i | 13 | -2 | i | -20 | -4 | 0 | -11 | -12
Cn1c(CC(=O)Nc2ccc(Cl)c(Cl)c2)nnc1SCC(=O)NCc1ccccc1 | i | -5 | -6 | i | 8 | -1 | 5 | -3 | -2
CN(C)c1ccc(Cc2ccc(N(C)C)cc2)cc1 | i | 6 | 1 | i | 15 | 3 | 7 | 29 | 3
COc1cccc(NC(=O)COC(=O)CC(NC(N)=O)c2ccc(Cl)cc2)c1 (stereo not drawn) | i | -3 | -4 | i | 9 | -2 | -2 | -1 | 3
COc1ccc(Cl)cc1NC(=O)CN1C(=O)CSC1=O | i | 1 | 3 | i | 12 | 1 | -2 | 0 | 22
COc1ccc2c(CN(C)c3ccccc3)cc(=O)oc2c1 | i | -3 | 4 | i | 4 | -1 | -2 | 11 | 14
Cc1ccnc(NC(=O)C(C)N2C(=O)c3ccccc3S2(=O)=O)c1 (stereo not drawn) | i | -6 | -2 | i | -1 | 1 | -3 | -6 | 7
O=C(Nc1nc(-c2cccnc2)cs1)c1ccccc1[N+](=O)[O-] | i | 0 | -11 | i | -5 | 2 | 5 | -1 | 4
O=C(COC(=O)c1cccc(Cl)c1)Nc1cc(S(=O)(=O)N2CCOCC2)ccc1N1CCOCC1 | i | -4 | -4 | i | -3 | 0 | -4 | 7 | -6
Cc1ccc(C(=O)c2c(NC(=O)c3cccnc3)sc3c2CCCC3)cc1 | i | 14 | 5 | i | -12 | 0 | -5 | 19 | 2
N/C(=N\OC(=O)c1ccccc1)c1cccnc1 | i | 2 | 4 | i | 6 | 3 | 2 | -6 | 2
CC(C)NC(=O)Nc1ccc2c(c1)C(=O)N([C@@H](C)CO)C[C@H](C)[C@H](CN(C)S(=O)(=O)c1ccccc1)OCCCC[C@H](C)O2 | i | 4 | -4 | i | 7 | 1 | -1 | -5 | -6
CCN(CC)S(=O)(=O)c1ccc(C)c(NC(=O)CNc2cccc(S(=O)(=O)N3CCCC3)c2)c1 | i | -3 | 5 | i | 19 | 3 | -8 | 2 | 1
O=[N+]([O-])c1cc2c(cc1/C=N\NS(=O)(=O)c1ccccc1)OCO2 | i | 6 | -2 | i | 17 | 2 | -2 | -3 | -7
CCCCC1=CC2=C(c3ccco3)C(=O)C(C)(OC(=O)c3ccc(OC)cc3)C(=O)C2=CN1CCCOC(C)C (stereo not drawn) | i | 9 | 2 | i | 19 | -2 | -15 | -9 | 12
CCC(=O)N=c1ccn(C2=Nc3ccccc3NC2=C(C#N)C#N)cc1 | i | -5 | -8 | i | -6 | -8 | 3 | -2 | 11
Cc1nccc2oc(=O)c(NC(=O)c3ccc(Cl)cc3)cc12 | i | 2 | -2 | i | 6 | -3 | 0 | -1 | 0
O=C(N/N=C\c1ccc2c(c1)OCO2)c1ccco1 | i | 0 | 3 | i | 2 | -1 | 1 | -9 | -13
CN1C(=O)/C(=C/c2ccccc2OCc2cccc(F)c2)N(C)C1=S | i | -7 | 3 | i | 6 | 0 | -5 | 24 | 17
O=C(c1ccccc1)N1CCN(c2ccc(NCc3ccc4c(c3)OCO4)cc2)CC1 | i | 0 | -2 | i | 11 | 12* | -7 | 10 | 6
COc1cc(CCCN2C(=O)C(=O)NC[C@@H]2Cc2ccc(O)cc2)cc(OC)c1OC | i | -5 | 0 | i | 3 | 0 | 1 | -9 | -1
CCC(=O)N1CCc2cc(Br)cc(S(=O)(=O)N3CCCCC3CC)c21 (stereo not drawn) | i | -1 | 4 | i | 2 | 1 | 0 | 17 | 22
CN(C)c1ccc(/C=N/N2CCN(c3ccccn3)CC2)cc1 | i | 6 | -1 | i | 3 | 1 | 1 | -2 | 11
CO[C@@H]1CN(C)C(=O)c2ccc(NS(=O)(=O)c3c(C)noc3C)cc2OC[C@@H](C)NC[C@@H]1C | nt | nt | -2 | i | 5 | nt | -5 | nt | nt
CC1CCCCC1NC(=O)CCCc1nc2ccccc2c(=O)[nH]1 (stereo not drawn) | i | -2 | 1 | i | 14 | 1 | 6 | -6 | -5
CCOc1ccc(CC(=O)Nc2ccc(S(=O)(=O)Nc3cc(C)on3)cc2)cc1OCC | i | 1 | 2 | i | -5 | -4 | 8 | -9 | 1
CCC(NC(=O)CCCc1ccccc1)c1ccccc1 (stereo not drawn) | i | 2 | -10 | i | 4 | 2 | 6 | -2 | 10
Cc1cccc(CN2CCN(C3CN(Cc4cn(Cc5ccccc5)nn4)S(=O)(=O)C3)CC2)c1 (stereo not drawn) | nt | -2 | -1 | i | -2 | nt | 6 | -8 | nt
